CaV13 ICDI inh = Primary screen for inhibitors of IQ motif and Ca2+-dependent inactivation inhibitor domain binding in CACNA1D, Förster resonance energy transfer in living cells, …; HEK cells, CFP/YFP FRET ICDI-IQ, plate reader, 10 min; percent FRET-ratio fall versus neutral wells; inhibition, % at 12.3 µM; 340,000 compounds, 0.098% hits;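 active = mean replicate inhibition of at least 30% and at least 1% of replicates passing that level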;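 also: 0% = median of the neutral control wells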
* = called active by the depositor.

SMILES | CaV13 ICDI inh
COC(=O)c1ccc2nc(-c3ccc(OC)c(OC)c3)c(Cc3ccccc3C(F)(F)F)n2c1 | -8.6
Cc1cc(N2CCNC[C@@H]2C)ccc1N1CCN(Cc2ccccc2)[C@@H](C)C1 | -8.3
O=C(N/N=C/c1cc(Br)cc(Br)c1O)c1ccncc1 | -133.6
O=C(N[C@H](Cc1ccccc1)C(=O)N(CCC1=CCCCC1)CC1CC1)[C@H]1O[C@@H](n2ccc(=O)[nH]c2=O)[C@H](O)[C@@H]1O | -3.8
CCOc1ccc(C2C(C(=O)C3CC3)N3C=C(C#N)C=CC3C2(C#N)C#N)cc1 (stereo not given) | -4.7
CCNC(=O)N1CCN(c2ccc(N3CCN(C(=O)NCC)[C@H](C)C3)c(C)c2)[C@H](C)C1 | -9.8
CCc1nc(N=C(N)N)nc2ccccc12 | -4.6
c1ccc(-c2ccc3c(n2)CCCN3Cc2ccccn2)cc1 | -4.0
CCOc1cc(CO)c(Br)cc1OCC(=O)O | -8.0
COc1cc2c(cc1OC)[N+]([O-])=C(c1ccccc1)C2=O | -4.7
O=C(N/N=C(\c1ccccc1)c1cccnc1)c1cc(O)ccc1O | -6.9
CC1=C(c2ccccc2)C(=O)C(C)(C)CC1=O | -6.3
CCCCCCCCN1C(=O)[C@@H](CC(=O)NCC23CC4CC(CC(C4)C2)C3)C[C@@]2(C(=O)OC)C1=C[C@H](C(C)(C)C)O[C@@H]2C | -7.1
CC(=O)N1C[C@@H](CO)[C@@H](N(C)C(=O)Nc2cccc3ccccc23)C[C@H]1c1ccccc1 | -4.4
Cc1cc2c(nc1C)CCCN2Cc1ccccc1C(F)(F)F | -16.8
CC(C)(C)C(c1nc2ccccc2[nH]1)n1c(Cc2csc3ccccc23)nc2ccccc21 (stereo not given) | -10.0
COc1cccc(C(=O)N[C@@H](Cc2cccnc2)C(=O)N2CCC[C@H]2C(=O)NCCc2ccccc2Cl)c1 | -4.4
O=C(O)Cn1cc(/C=C2/SC(=O)N(CC(=O)N3CCCCCC3)C2=O)c2ccccc21 | -6.3
COc1ccccc1CCn1cnc(-c2ccccc2OC)c1CC(C)C | -8.2
CN(C)c1cccc2c(S(=O)(=O)NCC3CCN(C(=O)C(=O)c4cccs4)CC3)cccc12 | -8.3
NC(=O)c1ncn([C@@H]2O[C@H](C(=O)N[C@H](Cc3c[nH]c4ccccc34)C(=O)N3CCN(C(=O)N4CCOCC4)CC3)[C@@H](O)[C@H]2O)n1 | -4.6
C[C@@H]1COc2cc(NCCO)ccc2S(=O)(=O)N1 | -8.3
Cc1cc(NN=Cc2ccccn2)nc2c(C)cccc12 | -3.6
Cn1c(=O)[nH]c(=O)c2c1nc(Br)n2C/C=N/NC(N)=S | -11.9
C[C@H]1CN(C(=O)OC(C)(C)C)CCN1c1ccc(N2CC[C@@H](O)C2)c(C#N)c1 | -8.5
COc1ccc(C(C)c2cc3c(cc2OCC(=O)O)OCO3)cc1 (stereo not given) | -5.0
COC(=O)[C@]12C[C@H](CC(=O)NCCCN3CCCC3=O)C(=O)N(CCC3=CCCCC3)C1=C[C@H](C(C)(C)C)O[C@@H]2C | -8.4
CCCCCCN(C(=O)CCCCCN1C(=O)NC(c2ccc(-c3ccccc3)cc2)C(C(=O)OCc2ccccc2)=C1C)C(C(=O)NCCCC)c1ccccn1 (stereo not given) | -9.4
OCCNc1nc(Nc2ccc(Br)cc2)nc2ccccc12 | -4.3
O=C(Nc1ccc(Nc2cccnc2)cc1)c1c[nH]c2ccccc12 | -2.4
CCn1c(O)c(C2=c3ccccc3=NC2=O)c2cc(Br)ccc21 | -4.7
Cc1ccc(C(=O)N2CCC[C@@H]2C(=O)N2CCC[C@@H]2C(=O)NCc2ccccc2)cc1 | -9.4
O=C(N/N=C/c1c(O)ccc2ccccc12)Nc1ccccc1 | -5.3
C[C@@H]1CN([C@H](C)CO)C(=O)CCCn2cc(nn2)CO[C@H]1CN(C)C(=O)Nc1ccc(N2CCCCC2)cc1 | -8.1
CC(C)C[C@@H]1COc2cc(NCCO)ccc2S(=O)(=O)N1 | -3.8
COC(=O)C1=C(C)N(Cc2ccc(C(F)(F)F)cc2)C(=NCc2cccc(C(F)(F)F)c2)NC1c1ccccc1C(F)(F)F (stereo not given) | -2.9
CC(C)Cn1c(N)c(C(=O)COC(=O)c2cc(C3CC3)nc3ccccc23)c(=O)n(C)c1=O | -4.4
O=C(NC(=S)Nc1ccc(CN2CCOCC2)cc1)c1ccc(-c2ccc(Cl)cc2)o1 | -12.1
CCCCCCCCCCCCOC(=O)C[N+](C)(C)C | -18.9
COc1cc2c(cc1OC)C(C(=O)NCC1COc3ccccc3O1)C(c1cccnc1)N(C)C2=O (stereo not given) | -3.9
COC(=O)[C@]12C[C@H](CC(=O)N3CCSCC3)C(=O)N(CCC3=CCCCC3)C1=C[C@H](C(C)(C)C)O[C@@H]2C | -5.6
COC(=O)N1C[C@H](OC(=O)c2ccc(-c3ccccc3)cc2)[C@H]2C[C@@H]1c1ccccc1O2 | -5.4
C#CCN1C[C@@]2(O)CC[C@@H](O)[C@@H](OC)[C@@H]2[C@@]1(C)[C@H](O)CC=C(C)C | -2.8
O=C(NC1CCCC1)[C@@H]1CCCN1C(=O)[C@@H](NC(=O)N1CCOCC1)c1ccccc1 | -12.6
COC(=O)C1=C(C)N(Cc2ccc(C(F)(F)F)cc2)C(=NCc2ccccc2)NC1c1cccc(C(F)(F)F)c1 (stereo not given) | -4.5
CCCc1ccc(-c2cc(NC(=O)Cc3c(C)[nH]c4ccccc34)ccc2Nc2cccnc2)cc1 | -1.4
C[C@@H]1ON(C)[C@H]2C[C@H]3c4cc(Br)ccc4CCN3C[C@@H]12 | -4.9
COC(=O)c1cccc2c([N+](=O)[O-])c(NC(C)=O)cc(C(=O)OC)c12 | -3.4

Some of these compounds in order of their number in CaV13 ICDI inh, descending:
SMILES	CaV13 ICDI inh
CCCc1ccc(-c2cc(NC(=O)Cc3c(C)[nH]c4ccccc34)ccc2Nc2cccnc2)cc1	-1.4
COc1cc2c(cc1OC)C(C(=O)NCC1COc3ccccc3O1)C(c1cccnc1)N(C)C2=O (stereo not given)	-3.9
COC(=O)C1=C(C)N(Cc2ccc(C(F)(F)F)cc2)C(=NCc2ccccc2)NC1c1cccc(C(F)(F)F)c1 (stereo not given)	-4.5
C[C@@H]1ON(C)[C@H]2C[C@H]3c4cc(Br)ccc4CCN3C[C@@H]12	-4.9
COC(=O)N1C[C@H](OC(=O)c2ccc(-c3ccccc3)cc2)[C@H]2C[C@@H]1c1ccccc1O2	-5.4
COC(=O)[C@]12C[C@H](CC(=O)N3CCSCC3)C(=O)N(CCC3=CCCCC3)C1=C[C@H](C(C)(C)C)O[C@@H]2C	-5.6
CCCCCCCCCCCCOC(=O)C[N+](C)(C)C	-18.9

3 entries already listed, ordered by length of the SMILES, ascending:
SMILES | CaV13 ICDI inh
CCCCCCCCCCCCOC(=O)C[N+](C)(C)C | -18.9
OCCNc1nc(Nc2ccc(Br)cc2)nc2ccccc12 | -4.3
CCNC(=O)N1CCN(c2ccc(N3CCN(C(=O)NCC)[C@H](C)C3)c(C)c2)[C@H](C)C1 | -9.8

(more compounds)
SMILES | CaV13 ICDI inh
C=CCN=C1NC(c2cccc(Cl)c2)C(C(=O)OC)=C(C)N1Cc1cccc(C(F)(F)F)c1 (stereo not given) | -4.3
CCC(C)NC(=S)N1CCN(C)CC1 (stereo not given) | -4.1
COc1ccccc1CCn1cnc(-c2ccccc2OC)c1C(C)C | -7.7
O=C1CCCCC1C(=O)c1ccccc1 (stereo not given) | -5.9
CCOC(=O)[C@@H]1CSCCS(=O)(=O)N1C(=O)[C@H](CC(C)C)NC(=O)OC(C)(C)C | -4.4
CC(=O)Oc1cc(C)c(Cl)c2c(OC(C)=O)cc(C(C)=O)c(O)c12 | -9.9
CCn1cc(C(=O)O)c(=O)c2cnc(N3CCN(C(=S)Nc4ccc(F)cc4)CC3)nc21 | 11.5
CCCCNc1ccc2c(c1)OC[C@H](Cc1ccccc1)NS2(=O)=O | -5.6
COc1ccc(CN(C)CC(=O)Nc2ccc(Cl)cc2F)c(OC)c1 | -2.4
CCN(CC)C(=O)c1ncn2c1C(=O)NC[C@@H]2C | -3.9
O=C(NCc1ccccc1)[C@@H]1CCCN1C(=O)[C@H]1CCCN1C(=O)c1ccc(F)c(C(F)(F)F)c1 | -4.4
O=c1[nH]c(SCc2ccc(Cl)cc2)nc2ccsc12 | -2.4
C#CCN(Cc1cccc(F)c1)C(=O)c1nnc2c3ccccc3n(S(=O)(=O)c3ccc(C)cc3)c2n1 | -4.1
Cc1csc(NC(=O)c2ccc(C)c(S(=O)(=O)N3CCOCC3)c2)n1 | 1.6
COC(=O)c1cc2c(c3c4ccccc4n(S(=O)(=O)c4ccc(OC)cc4)c13)C(=O)N(Cc1ccco1)C2 | -4.1
Cn1ncc2c(NCc3cccc(C(F)(F)F)c3)c(C(=O)O)cnc21 | -4.8
Cc1ccccc1CN1[C@@H](C)[C@H](c2ccccc2)Oc2cccc(NCCc3ccccc3)c2S1(=O)=O | -6.8
C[C@@H]1CCCCO[C@@H](CN(C)C(=O)NC2CCCCC2)[C@@H](C)CN([C@H](C)CO)C(=O)c2cc(N(C)C)ccc2O1 | -5.7
COC(=O)Cc1nnn2c1[C@H](C)[C@@H](OC)c1ccccc1-2 | -4.5
CC(=O)Nc1ccc(S(=O)(=O)N2CCN(C(=O)C(=O)c3cccc(C(F)(F)F)c3)CC2)cc1 | -8.4
Oc1c(C(c2ccccn2)N2CCC(Cc3ccccc3)CC2)cc(Cl)c2cccnc12 (stereo not given) | -28.5
COC(=O)[C@]12C[C@H](CC(=O)N3CCOCC3)C(=O)N(Cc3ccccc3)C1=C[C@H](C(C)C)O[C@@H]2C1CC1 | -5.4
Nc1ccn([C@@H]2O[C@H](C(=O)N[C@H](Cc3ccccc3)C(=O)N3CCN(CC(=O)N4CCCC4)CC3)[C@@H](O)[C@H]2O)c(=O)n1 | -8.9
CC(C)(C)S(=O)N1C[C@H]2CC(=O)C=C2[C@@H]1CCO (stereo not given in full) | -6.3
C[C@H](O)[C@@H]1C(=O)N2CCc3c([nH]c4cccc(-c5ccccc5)c34)[C@@H]2C[C@@H]1N(C)C(=O)Nc1ccccc1 | -3.7
C=C1C(=O)O[C@@H]2C[C@@H](C)[C@@H]3C=CC(=O)[C@@]3(C)[C@@H](OC(C)=O)[C@H]12 | -3.9
CO[C@@H]1[C@H](O)CC[C@]2(O)CN(c3ccc(F)cc3)[C@](C)([C@H](O)CC=C(C)C)[C@@H]12 | -3.8
Cc1onc(-c2ccccc2)c1C(=O)NCC1CCN(C(=O)C(=O)c2cccs2)CC1 | -11.5
CC(Sc1ccsc1[N+](=O)[O-])C(=O)NCc1ccccc1 (stereo not given) | 4.9
CCCCCCc1cc2cc(-c3nnc(-c4cccc(OC)c4)o3)c(=O)oc2cc1O | -4.2
COc1ccccc1Cc1c(-c2cccc(Br)c2)nc2ccc(C)cn12 | -8.2
Nc1ccn([C@@H]2O[C@H](C(=O)N[C@H](Cc3ccccc3)C(=O)N[C@H]3CCCCNC3=O)[C@@H](O)[C@H]2O)c(=O)n1 | -2.5
S=C1NCCN1c1ccc(Cl)cc1 | -9.2
Cc1ccc(NC(=O)COC(=O)c2ccc3c(c2)NC(=O)C2CCCN32)cc1C (stereo not given) | -5.0
CCCC(=O)OC[C@H]1CN(C2CCCC2)S(=O)(=O)c2c(Oc3ccc(C(C)(C)C)cc3)cccc2O1 | -5.8
Cc1ccc2nc(NC(=O)c3cccc(-c4cc5ccccc5oc4=O)c3)sc2c1 | -8.6
Cc1nc([N+](=O)[O-])cn1CC(Cl)Cn1cc([N+](=O)[O-])nc1C | -10.1
Cn1c(Cc2ccc3c(c2)OCO3)nnc1SCC(=O)NC1CCCC1 | -18.3
Nc1[nH]c(C(=O)c2ccccc2)c(-c2ccc(Cl)cc2Cl)c1C(=O)c1ccccc1 | -17.7
C[C@@H]1CN([C@@H](C)CO)C(=O)CCCn2cc(nn2)CO[C@H]1CN(C)C(=O)Nc1cccc2ccccc12 | -9.9
COC(=O)c1cc(C(=O)c2ccccc2)n2c(=O)/c(=C\N(C)C)sc12 | -2.6
CCCc1c(-c2ccc(OC)cc2)ncn1CCc1ccccc1OC | -9.3
CC1(C)O[C@@H]2[C@H](O1)[C@@H](O)C[C@H]2n1cnc2c(Cl)ncnc21 | -9.3
Cc1cc(NC(=O)CCc2c[nH]c3ccccc23)ccc1Nc1cccnc1 | -10.8
CCOC(=O)CCc1c(C)c2ccc(OCc3cc([N+](=O)[O-])ccc3OC)c(C)c2oc1=O | -18.3
CCOC(=O)C1=C(C)Nc2nnnn2C1c1c[nH]c2ccccc12 (stereo not given) | -9.9
O=C(COc1ccc(Br)cc1)Nc1nnc(-c2cccnc2)s1 | -2.0
COc1cc(/C=C2\C(=O)ON=C2c2ccc(Cl)cc2)ccc1O | -20.9
CCC(CC)CN1CCC(CN2C(=S)NC[C@@H]2Cc2ccccc2)CC1 | -4.6
Cc1onc(-c2c(F)cccc2Cl)c1-c1ncc(-c2ccc(Cl)cc2)o1 | -4.6
NC(=O)c1ncn([C@@H]2O[C@H](C(=O)N3CCN(CC(=O)Nc4ccccn4)CC3)[C@@H](O)[C@H]2O)n1 | -4.8
CCc1cc2c(nc1CC)CCCN2S(=O)(=O)c1ccc(C(F)(F)F)cc1 | -3.8
CC(=O)N1C[C@@H](CO)[C@@H]2C[C@H]1c1ccccc1N2C | -3.3
O=C(NC1CCCC1)[C@@H]1CCCN1C(=O)[C@H](Cc1cccnc1)NC(=O)N1CCOCC1 | -10.6
Cc1cc(C)nc(NC(N)=NC(C)c2ccccc2)n1 (stereo not given) | -4.9
CCc1cc2c(nc1CC)CCCN2S(=O)(=O)c1c(C)noc1C | -4.9
Cc1n[nH]c(=S)c2nn(-c3cccc(Cl)c3)c(C)c12 | -3.7
COC(=O)C1=C(C)N(Cc2ccccc2C(F)(F)F)C(=NCc2ccc(OC)cc2)NC1c1ccc(C(F)(F)F)cc1 (stereo not given) | -8.2
CCc1c(-c2ccc(F)cc2F)ncn1CCc1ccccc1OC | -8.0
O=C(Nc1ccccc1)C1=C[C@H](c2ccc(C(F)(F)F)cc2)C[C@H](OCc2ccc(CO)cc2)O1 | -12.1
O=C(C(=O)N1CCN(S(=O)(=O)c2ccc(Cl)cc2)CC1)c1cccc(C(F)(F)F)c1 | -9.1

Screening results from PubChem.

The list is partial; rates above refer to the full screens.
